Screening results from PubChem BioAssay.
TcdB inh = TcdB glycohydrolase inhibition | TcdB glycohydrolase enzymatic assay, plate reader | inhibition, % at 9.99 µM | P18177 | actives 0.24% (n = 350,000); in the data active = inhibition above about 10%
* hit, by the source's call. Not all compounds are listed, so the mix of outcomes need not match the whole.

Start of the data: the first 2 records as a preview:
SMILES | TcdB inh
CC=Cc1ccc2n(c1=O)C[C@@H]1[C@@H](CO)[C@H](C(=O)NCC(F)(F)F)[C@H]2N1C(C)=O (mixture of isomers) | 0.3
C[C@@H]1CN([C@@H](C)CO)C(=O)c2cc(NS(=O)(=O)c3ccc(F)cc3)ccc2O[C@@H]1CN(C)Cc1ccc2c(c1)OCO2 | -1.1

The list itself (from the top)
SMILES | TcdB inh
CC=Cc1ccc2n(c1=O)C[C@@H]1[C@@H](CO)[C@H](C(=O)NCC(F)(F)F)[C@H]2N1C(C)=O (mixture of isomers) | 0.3
C[C@@H]1CN([C@@H](C)CO)C(=O)c2cc(NS(=O)(=O)c3ccc(F)cc3)ccc2O[C@@H]1CN(C)Cc1ccc2c(c1)OCO2 | -1.1
C[C@H](CO)N1C[C@H](C)[C@H](CN(C)C(=O)c2cccnc2)Oc2ncc(-c3ccccc3)cc2C1=O | 0.7
COc1ccc(CN(C)C[C@H]2Oc3ccc(NS(=O)(=O)c4ccc(Cl)cc4)cc3C(=O)N([C@H](C)CO)C[C@H]2C)cc1 | -13
C[C@H](CO)N1C[C@H](C)[C@H](CN(C)Cc2ccc3c(c2)OCO3)Oc2c(NC(=O)Nc3ccc4c(c3)OCO4)cccc2C1=O | 0.9
COc1cccc(S(=O)(=O)N[C@H]2CC[C@H](CC(=O)NC3Cc4ccccc4C3)O[C@@H]2CO)c1 | 0.8
CCCN(C)C[C@H]1OCCCC[C@H](C)Oc2ccc(NS(=O)(=O)c3ccc(F)cc3)cc2C(=O)N([C@@H](C)CO)C[C@H]1C | 0.6
O=C(C[C@@H]1C[C@H]2c3cc(NS(=O)(=O)c4ccc(F)cc4)ccc3O[C@H]2[C@@H](CO)O1)NCc1cccc(F)c1 | 0.7
CC(C)NC(=O)N1C[C@@H]2[C@H](c3ccccc31)[C@@H](CO)N2Cc1ccc(Cl)cc1 | -0.7
O=C(C[C@@H]1C[C@@H]2c3cc(NC(=O)Nc4ccc(C(F)(F)F)cc4)ccc3O[C@@H]2[C@H](CO)O1)NCc1ccccn1 | 0.0
Cc1noc(C)c1S(=O)(=O)Nc1ccc2c(c1)C(=O)N([C@H](C)CO)C[C@@H](C)[C@H](CN(C)S(=O)(=O)c1ccc(Cl)cc1)O2 | 0.5
O=C(Nc1cccc(Cl)c1)N[C@@H]1CC[C@H](CCn2cc(Cc3ccccc3)nn2)O[C@@H]1CO | -2.2
C[C@H]1CN([C@@H](C)CO)C(=O)c2cccc(NC(=O)c3ccncc3)c2O[C@@H]1CN(C)C | -0.3
Cc1ccc(S(=O)(=O)N(C)C[C@@H]2Oc3ccc(NC(=O)CCCN(C)C)cc3C(=O)N([C@H](C)CO)C[C@H]2C)cc1 | 0.6
C[C@H]1CN([C@@H](C)CO)S(=O)(=O)c2ccc(-c3cncnc3)cc2O[C@@H]1CN(C)C(=O)CC1CC1 | 0.8
Cc1cccc(NC(=O)Nc2ccc3c(c2)C(=O)N(C)[C@H]2CC[C@@H](CC(=O)O)O[C@@H]2CO3)c1 | 0.4
C[C@@H]1CCCCO[C@H](CN(C)Cc2ccc(Cl)c(Cl)c2)[C@@H](C)CN([C@H](C)CO)C(=O)c2cc(NS(C)(=O)=O)ccc2O1 | 0.5
C[C@@H]1CCCCO[C@@H](CN(C)C(=O)Cc2ccccc2)[C@H](C)CN([C@@H](C)CO)C(=O)c2cc(NC(=O)c3ccncc3)ccc2O1 | -0.2
C[C@H](CO)N1C[C@H](C)[C@@H](CN(C)Cc2ccc(Oc3ccccc3)cc2)Oc2ccc(N(C)C)cc2CC1=O | -5.7
C[C@H](CO)N1C[C@H](C)[C@@H](CN(C)Cc2ccc(-c3ccccc3)cc2)Oc2ccc(NC(=O)CCCCCC(=O)Nc3ccccc3N)cc2CC1=O | -0.6
CCCC#Cc1cnc2c(c1)C(=O)N([C@H](C)CO)C[C@H](C)[C@H](CN(C)S(=O)(=O)c1ccccc1)O2 | -1.8
CO[C@H]1CN(C)C(=O)c2cc(NC(=O)c3nc4ccccc4s3)ccc2OC[C@@H](C)NC[C@H]1C | 0.1
C[C@@H]1CN([C@@H](C)CO)C(=O)c2cc(NC(=O)NC3CCCCC3)ccc2O[C@H]1CN(C)C(=O)NC1CCCCC1 | 0.8
COc1ccc2c3c([nH]c2c1)[C@@H](CO)N(C(=O)c1cccc(F)c1)CC31CN(C(=O)CC2CC2)C1 | 1.7
C[C@H]1CN([C@@H](C)CO)C(=O)c2cccc(NC(=O)C3CC3)c2O[C@H]1CN(C)Cc1ccc2c(c1)OCO2 | -0.2
CCCC(=O)Nc1ccc2c(c1)C(=O)N(C)[C@@H]1CC[C@H](CC(=O)NCc3ccccc3Cl)O[C@H]1CO2 | 1.0
O=C(C[C@H]1CC[C@@H]2[C@H](COC[C@@H](O)CN2C(=O)Nc2ccc(F)cc2)O1)NCc1ccncn1 | -1.6
C=CCNC(=O)[C@H]1[C@@H]2C(=O)O[C@@H](c3ccccc3)[C@@H](c3ccccc3)N2[C@@H](c2ccccc2OCCO)[C@]12C(=O)N(C(=O)OCCOC)c1ccc(C#Cc3ccc(OC)cc3)cc12 | -0.4
Cc1ccc(NC(=O)Nc2ccc3c(c2)C(=O)N(C)[C@H]2CC[C@H](CC(=O)NCC(F)(F)F)O[C@H]2CO3)cc1 | 0.4
CS(=O)(=O)Nc1ccc2c(c1)[C@H]1C[C@H](CC(=O)NC3CCCCC3)O[C@H](CO)[C@H]1O2 | -0.9
COCC#Cc1cnc2c(c1)C(=O)N([C@H](C)CO)C[C@H](C)[C@@H](CN(C)S(=O)(=O)c1cn(C)cn1)O2 | -1.4
CN(C)C(=O)c1ccc(-c2ccc([C@H]3[C@H](CO)N4C(=O)CN(C(=O)C5CC5)C[C@@H]34)cc2)cc1 | 1.2
CO[C@@H]1CN(C)C(=O)c2cc(NC(C)=O)ccc2OC[C@H](C)N(CCc2ccccc2)C[C@H]1C | 0.3
CO[C@H]1CN(C)C(=O)c2cc(NC(=O)c3ccccc3F)ccc2OC[C@@H](C)N(C(=O)c2ccccc2F)C[C@@H]1C | 0.3
C[C@H](O)C#Cc1cnc2c(c1)C(=O)N([C@@H](C)CO)C[C@@H](C)[C@@H](CN(C)C(=O)c1ccccc1)O2 | 0.4
O=C(N[C@H]1CC[C@H](CCn2cc(-c3ccc(F)cc3)nn2)O[C@H]1CO)c1cnccn1 | -0.5
O=C(C[C@@H]1CC[C@H](NS(=O)(=O)c2ccc(F)cc2)[C@H](CO)O1)N1CCN(c2ccccc2)CC1 | -0.2
CN(C)CC(=O)Nc1ccc2c(c1)[C@H]1C[C@H](CC(=O)N3CCc4ccccc4C3)O[C@@H](CO)[C@H]1O2 | -0.2
Cc1ccc(S(=O)(=O)N[C@@H]2CC[C@H](CC(=O)NCCCN(C)C)O[C@@H]2CO)cc1 | 0.5
COc1ccc(-c2ccc([C@@H]3[C@@H](C#N)N(C(=O)NC(C)C)[C@H]3CO)cc2)cc1 | 0.1
OC[C@H]1[C@@H](c2ccc(C#CC3(O)CCCC3)cc2)[C@@H]2CN(Cc3ccccc3F)CCCCN12 | -0.5
Cn1cnc(S(=O)(=O)N[C@@H]2CC[C@@H](CC(=O)Nc3ccccc3)O[C@H]2CO)c1 | -0.4
Cc1noc(C)c1NC(=O)N[C@H]1C=C[C@H](CC(=O)N2CCCCC2)O[C@H]1CO | -0.3
C[C@H]1CN([C@@H](C)CO)C(=O)Cc2cc(NC(=O)Cn3cnnn3)ccc2O[C@@H]1CN(C)Cc1ccc(Cl)c(Cl)c1 | -0.2
CN1CCN(C(=O)C[C@H]2CC[C@H]3[C@H](COc4ccc(NC(=O)c5cscn5)cc4C(=O)N3C)O2)CC1 | 0.4
O=C(c1ccc(F)cc1)N1CC(=O)N2[C@H](C1)[C@H](c1ccc(C#Cc3ccc(F)cc3)cc1)[C@@H]2CO | 0.3
C[C@H](CO)N1C[C@H](C)[C@@H](CN(C)Cc2ccc3c(c2)OCO3)OCCCC[C@H](C)Oc2ccc(NC(=O)CCC(F)(F)F)cc2C1=O | -0.7
CC(C)NC(=O)N(C)C[C@H]1Oc2ccc(NC(=O)CCC(F)(F)F)cc2C(=O)N([C@H](C)CO)C[C@H]1C | 0.1
C[C@@H]1CN([C@H](C)CO)S(=O)(=O)c2ccc(C#Cc3ccncc3)cc2O[C@@H]1CN(C)C(=O)c1ccncc1 | 1.6
COc1ccc2c3c([nH]c2c1)[C@@H](CO)N(C(=O)C1CCC1)CC31CCN(C)CC1 | 0.5
(cont.)
SMILES | TcdB inh
COc1ccc2c3c([nH]c2c1)[C@H](CO)N(Cc1ccc2c(c1)OCO2)CC31CCN(C(=O)Nc2c(C)noc2C)CC1 | -1.9
COc1ccccc1S(=O)(=O)N1CC[C@H]2[C@H](CO)Nc3ccc(-c4ccc(F)cc4)cc3[C@H]21 | 1.1
C[C@@H]1CCCCO[C@@H](CN(C)Cc2ccc(C(=O)O)cc2)[C@@H](C)CN([C@H](C)CO)C(=O)c2cc(NC(=O)Cc3ccccc3)ccc2O1 | 0.1
COc1ccc(NC(=O)N(C)C[C@@H]2OCCCC[C@@H](C)Oc3ccc(NC(=O)CCC(F)(F)F)cc3C(=O)N([C@@H](C)CO)C[C@H]2C)cc1 | 0.4
Cc1ccc(S(=O)(=O)N[C@H]2CC[C@@H](CCNC(=O)C3CCCC3)O[C@H]2CO)cc1 | -0.5
COCC(=O)Nc1ccc2c(c1)[C@H]1C[C@@H](CC(=O)NCc3ccccc3F)O[C@@H](CO)[C@H]1O2 | -1.0
C[C@H](CO)N1C[C@H](C)[C@H](CN(C)S(=O)(=O)c2ccc(F)cc2)Oc2c(NS(=O)(=O)c3ccc(F)cc3)cccc2C1=O | -0.5
CC(C)NC(=O)N(C)C[C@@H]1OCc2ccccc2-c2ccccc2C(=O)N([C@H](C)CO)C[C@H]1C | 0.9
CCNC(=O)[C@@H]1[C@@H](CO)[C@@H]2Cn3c(ccc(-c4cccc(F)c4)c3=O)[C@H]1N2C(=O)c1cnccn1 | -3.2
O=C(CC1CC1)N1[C@H](CO)[C@@H]2c3ccccc3N(S(=O)(=O)c3ccccc3)C[C@@H]21 | 0.8

Reprinted from the part before: five compounds, followed by the next part.
SMILES | TcdB inh
COCC(=O)Nc1ccc2c(c1)[C@H]1C[C@@H](CC(=O)NCc3ccccc3F)O[C@@H](CO)[C@H]1O2 | -1.0
C[C@H](CO)N1C[C@H](C)[C@H](CN(C)S(=O)(=O)c2ccc(F)cc2)Oc2c(NS(=O)(=O)c3ccc(F)cc3)cccc2C1=O | -0.5
CC(C)NC(=O)N(C)C[C@@H]1OCc2ccccc2-c2ccccc2C(=O)N([C@H](C)CO)C[C@H]1C | 0.9
CCNC(=O)[C@@H]1[C@@H](CO)[C@@H]2Cn3c(ccc(-c4cccc(F)c4)c3=O)[C@H]1N2C(=O)c1cnccn1 | -3.2
O=C(CC1CC1)N1[C@H](CO)[C@@H]2c3ccccc3N(S(=O)(=O)c3ccccc3)C[C@@H]21 | 0.8
C[C@@H]1CN([C@@H](C)CO)C(=O)Cc2cc(NC(=O)C3CC3)ccc2O[C@H]1CN(C)C(=O)Nc1ccc(C(F)(F)F)cc1 | 0.5
C[C@H](CO)N1C[C@H](C)[C@@H](CN(C)Cc2ccc3c(c2)OCO3)OCCCC[C@H](C)Oc2ccc(NC(=O)c3ccccc3)cc2C1=O | -0.2
COCC(=O)Nc1ccc2c(c1)C(=O)N(C)C[C@H](OC)[C@H](C)CN(CCc1ccccc1)[C@@H](C)CO2 | -0.6
COc1ccc(NC(=O)Nc2cccc3c2O[C@H](CN(C)S(=O)(=O)c2ccc(Cl)cc2)[C@H](C)CN([C@H](C)CO)C3=O)cc1 | 0.4
CN(C)C(=O)[C@H]1[C@H](CO)[C@H]2Cn3c(ccc(-c4ccccc4)c3=O)[C@@H]1N2CCc1ccccc1 | 0.5
C[C@@H]1CCCCO[C@@H](CN(C)C(=O)Nc2ccccc2)[C@H](C)CN([C@H](C)CO)C(=O)c2cc(NC(=O)Nc3ccc(F)cc3)ccc2O1 | 0.0
C[C@@H](O)C#Cc1ccc([C@H]2[C@H]3CN(C(=O)Nc4ccccc4)CCCCN3[C@H]2CO)cc1 | 1.9
C[C@@H]1CCCCO[C@H](CN(C)Cc2ccc(Cl)c(Cl)c2)[C@@H](C)CN([C@H](C)CO)C(=O)c2cc(NS(=O)(=O)c3ccc(Cl)cc3)ccc2O1 | -2.0
CCCN1[C@H](CO)[C@H](c2ccc(C3=CCCC3)cc2)[C@H]1CN(C(C)=O)C1CCCC1 | -1.0
C/C=C/c1cnc2c(c1)C(=O)N([C@@H](C)CO)C[C@@H](C)[C@@H](CN(C)Cc1cncnc1)O2 | -0.1
CCCNC(=O)N1C[C@H](O)COC[C@H]2O[C@H](CC(=O)NCCCN3CCOCC3)CC[C@@H]21 | -6.9
Cc1ccc(-c2ccc3c(c2)O[C@@H](CN(C)C(=O)C2CC2)[C@H](C)CN([C@@H](C)CO)S3(=O)=O)cc1 | -0.2
N#C[C@H]1[C@H](c2ccccc2)[C@H](CO)N1S(=O)(=O)c1ccc(F)cc1 | -1.1
C[C@@H]1CN([C@H](C)CO)C(=O)c2cccc(NC(=O)Nc3ccc4c(c3)OCO4)c2O[C@H]1CN(C)Cc1ccc(C(=O)O)cc1 | -1.7
COc1ccc(-c2ccc3c(c2)[C@@H]2[C@@H](CCN2C(=O)NC2CCCC2)[C@H](CO)N3C)cc1 | -2.8
O=C(C[C@H]1CC[C@H]2[C@@H](COC[C@@H](O)CN2C(=O)c2ccc(F)cc2)O1)Nc1nccs1 | -0.3
COc1ccc(NC(=O)N(C)C[C@H]2OCCCC[C@H](C)Oc3ccc(NC(=O)NC4CCCCC4)cc3C(=O)N([C@@H](C)CO)C[C@@H]2C)cc1 | -0.2
COc1ccc(C(=O)N2C[C@@H]3[C@H](c4ccccc42)[C@@H](CO)N3Cc2ccc(Cl)cc2)cc1 | 0.2
O=C(Nc1ccccc1)[C@H]1[C@H](CO)[C@H]2Cn3c(cccc3=O)[C@H]2N1C(=O)C1CCC1 | 0.2
